TcdB GH inh: TcdB glycohydrolase inhibition; P18177; TcdB glycohydrolase enzymatic assay, plate reader; AID 652162; inhibition, % at 9.99 µM; 0.24% of 350,000 active; in the data active means inhibition above about 10%
Yp Topo-I inh: Y. pestis Topo-I inhibition via cleavage products; Y. pestis Topo-I cleavage product accumulation, plate reader; activity, % at 10 µM; 0.064% of 360,000 active; in the data active means activity above about 50%, passing the limit was not always enough; inconclusive means no clear call, values can overlap the other calls; further: inactives centre near 2
PrPC surface inh: reduces human prion protein on the cell surface; P04156; cell surface PrPC, TR-FRET read-out; inhibition, % at 13.8 µM; 0.43% of 370,000 active; in the data active means inhibition above about 24%; further: 0% = median of the test wells and 100% = reference compound wells
CCHFV vOTU inh: CCHFV vOTU protease inhibition; Pep-AMC fluorescence; inhibition, % at 11.5 µM; 0.55% of 370,000 active; AID 651958; in the data active means inhibition above about 30%; further: 0% = vehicle wells with enzyme and 100% = no enzyme wells
FadD28 FP inh: M. tuberculosis FadD28 bisubstrate binding inhibition; inhibition, % at 12.5 µM; FadD28 bisubstrate probe binding, fluorescence polarization; AID 588549; 0.22% of 360,000 active; in the data active means inhibition above about 8.5%, passing the limit was not always enough; inconclusive means no clear call, values can overlap the other calls
BoNT F protease: BoNT F light chain protease inhibition. inhibition, % at 10 µM. 0.22% of 360,000 active. Multiplex microsphere protease cleavage assay, flow cytometry; in the data active means inhibition above about 35%, passing the limit was not always enough; inconclusive means no clear call, values can overlap the other calls; further: plate controls were buffer without enzyme for full effect and enzyme alone for no effect
Anthrax LF inh2: anthrax lethal factor protease inhibition; inhibition, % at 10 µM; 0.12% of 360,000 active; AID 588501; P15917; multiplex microsphere protease cleavage assay, LF; further: plate controls were buffer without enzyme for full effect and enzyme alone for no effect
PfHsp40 yeast: rescue of PfHsp40-mediated yeast toxicity; growth rescue, % at 12.5 µM; 0.68% of 340,000 active; S. cerevisiae expressing PfHsp40, growth rescue, ATP luminescence; AID 504582; in the data active means growth rescue above about 28%, passing the limit was not always enough; inconclusive means no clear call, values can overlap the other calls;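 further: yeast W303a lacking pdr1 and pdr3 grown in galactose medium; growth measured after three days at 30 °C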
BoNT A protease: BoNT A light chain protease inhibition | inhibition, % at 10 µM | multiplex microsphere protease substrate cleavage, flow cytometry | 0.17% of 360,000 active | AID 588499; further: plate controls were buffer without enzyme for full effect and enzyme alone for no effect
* marks the source's active call; other numbers are inactive results; ? = inconclusive; . = no result given. Unless noted, no stated cut-off is given here; in the data, active means inhibition above about 30%; inconclusive means no clear call, values can overlap the other calls; inactive means below that.

SMILES	TcdB GH inh	Yp Topo-I inh	PrPC surface inh	CCHFV vOTU inh	FadD28 FP inh	BoNT F protease	Anthrax LF inh2	PfHsp40 yeast	BoNT A protease
C=CCn1c(SCC(=O)Nc2ccc3c(c2)OCO3)nnc1-c1ccccc1OC	.	4	17	3	-2.1	11	-9	-0.1	0.5
CCCNC(=O)C1(C)CCN1C(=O)C1(c2ccccc2)CC1 (configuration not stated)	-0.3	7	5	1	-4.3	5	-5	.	-0.5
CC(=O)Nc1nc(C)c(C(C)(C)C)s1	1.1	2	6	-10	0.7	-1	0	0.6	-0.2
C[C@H](NC(=O)c1nc[nH]c1C(=O)N1CCNCC1)C(=O)OC(C)(C)C	0.0	8	-3	9	0.4	2	-8	1.0	-0.1
CCN(CC)S(=O)(=O)c1ccc2c(c1)N(CC(=O)NCC1CCCO1)C(=O)CO2 (configuration not stated)	-11	1	6	4	-2.5	-3	-4	-0.7	-2.6
COCCN(C(=O)c1cc2c(s1)CCC2)c1c(N)n(CC(C)C)c(=O)[nH]c1=O	2.0	-9	-3	12	-1.5	-18	-12	-0.5	-1.4
COc1cccc(C(=O)NCC(=O)N2CCC3(CC2)NCCc2[nH]cnc23)c1OC	2.4	3	6	9	-0.2	2	2	0.1	0.0
O=C1/C(=C\c2ccco2)SC(=S)N1c1ccccc1	.	-9	-3	3	-1.5	2	5	4.2	12
COc1ccc(C(CNC(=O)Cc2cc(OC)c(OC)c(OC)c2)N2CCCC2)cc1 (configuration not stated)	.	5	-5	11	0.3	13	6	1.3	-1.7
Cc1ccc(-c2cn3cccnc3n2)cc1	0.6	-10	-15	-386	-3.9	-10	-4	2.2	-1.0
COc1ccc2nc(C)cc(Nc3ccc(C(=O)O)cc3)c2c1	0.4	-3	.	.	-4.9	39*	-3	0.9	-1.9
CCOC(=O)c1[nH]c2ccc(OC)cc2c1NC(=O)CCN1CCCC(C)C1 (configuration not stated)	.	-1	-10	-15	-4.1	16	-1	0.5	0.2
COC(=O)c1sc2cnccc2c1N	.	4	-8	-143	1.8	3	-2	-1.3	-1.1
Cc1nnc2sc(SCc3ccc(Br)cc3)nn2c1=O	-1.1	0	4	6	-1.5	-4	4	-1.4	0.1
Cc1nc(N)nc(Cl)c1Cc1ccc(Cl)cc1	1.1	8	-4	-6	-6.4	-3	-9	0.3	-0.1
COc1cc(C(=O)N2C[C@H]3CON(C)[C@H]3C[C@H]2c2ccc(N3CCCCC3)cc2)cc(OC)c1OC	0.4	.	-6	8	-0.2	6	-5	.	-1.0
CN(c1ccccc1)S(=O)(=O)c1ccc(NC(=O)c2cccs2)cc1	0.8	8	6	-3	-2.9	3	0	4.5	-1.2
O=C1NC(c2cccs2)C(C(=O)c2ccccc2)C(O)(C(F)(F)F)N1 (configuration not stated)	.	-1	-6	-17	-0.9	10	5	-0.1	?
CC(=O)NC(c1cccc(F)c1)c1nc(-c2cccs2)cs1 (configuration not stated)	0.6	-2	-18	-4	-5.2	4	-4	.	0.7
C=CCc1c(C)nc(-c2ccccc2)nc1N/N=C/c1ccccc1	0.7	-2	2	-3	-1.5	1	-2	0.4	-0.7
COC(=O)[C@@H]1[C@H](CCc2ccccc2)NC(=O)N(Cc2ccccc2)[C@@H]1C	0.8	26	7	22	-0.4	3	0	-0.1	0.2
CCOC(=O)N1CCN(C(=O)c2ccccc2NC(=O)c2ccc(Br)cc2)CC1	1.5	-5	1	-4	-3.8	-1	-1	-1.1	-0.2
Cc1csc(N/N=C/c2ccc([N+](=O)[O-])cc2)n1	-2.2	-7	-24	6	0.2	?	3	-0.9	?
Cc1ccc(NC(=O)Nc2ccccc2C(N)=O)cc1	1.6	-8	-1	-17	-3.7	?	14	2.0	-2.3
O=C(c1ccco1)N1CCN(c2ncnc3c(-c4ccccc4)nsc23)CC1	.	1	-2	1	-4.8	-21	-6	3.6	0.2

3 of the compounds above, with two lines to a compound:
The line under a structure holds: TcdB GH inh, Yp Topo-I inh, PrPC surface inh, CCHFV vOTU inh, FadD28 FP inh, BoNT F protease, Anthrax LF inh2, PfHsp40 yeast, BoNT A protease
Cc1csc(N/N=C/c2ccc([N+](=O)[O-])cc2)n1
 : -2.2, -7, -24, 6, 0.2, ?, 3, -0.9, ?
Cc1ccc(NC(=O)Nc2ccccc2C(N)=O)cc1
 : 1.6, -8, -1, -17, -3.7, ?, 14, 2.0, -2.3
O=C(c1ccco1)N1CCN(c2ncnc3c(-c4ccccc4)nsc23)CC1
 : ., 1, -2, 1, -4.8, -21, -6, 3.6, 0.2

(next part)
SMILES	TcdB GH inh	Yp Topo-I inh	PrPC surface inh	CCHFV vOTU inh	FadD28 FP inh	BoNT F protease	Anthrax LF inh2	PfHsp40 yeast	BoNT A protease
COCCNC(=O)c1cc(-c2ccccc2)nn1CC1CC(c2cccc([N+](=O)[O-])c2)=NO1 (configuration not stated)	.	-13	-27	1	0.1	-7	10	-0.9	-0.1
COc1ccc2c(c1)c(=O)oc1cc(OC(C(=O)O)c3ccccc3)ccc12 (configuration not stated)	-9.9	2	5	-258	-11	20	13	0.4	-1.8
CC1=C(C(=O)N(C(C)C)C(C)C)CC(CC(=O)NCCCN(C)C)C(=O)N1CCC1=CCCCC1 (configuration not stated)	0.0	.	-5	-6	-0.4	-4	-9	.	-1.2
CC(C)(C)S(=O)(=O)c1cnc2c(-c3ccc(F)cc3)cnn2c1N	.	4	-1	8	-4.3	-1	1	-0.1	?
CCOC(=O)c1c(NC(=O)COC(=O)c2ccc([N+](=O)[O-])cc2)sc(C(=O)N(C)C)c1C	0.4	-7	-4	-8	-1.3	-6	1	-0.3	1.4
CCC(Sc1ccc2nnc(-c3ccc(F)cc3)n2n1)C(=O)O (configuration not stated)	.	3	38*	-13	0.7	-2	-6	-1.4	-0.3
CC(=O)c1cccc(NC(=O)CCS(=O)(=O)c2cccc3nonc23)c1	.	6	-54	-2	-0.9	5	6	1.0	0.0
Cc1cc(C)nc(SCC(=O)NCC2COc3ccccc3O2)n1 (configuration not stated)	1.6	7	3	1	0.1	-3	-7	0.1	-0.3
O=C(NCCCc1ccncc1)C1CCC(=O)N(Cc2cccc(C(F)(F)F)c2)C1 (configuration not stated)	1.1	-3	-2	3	-1.9	4	-1	-1.8	0.1
COC(=O)Cc1c(O)ccn(CCc2c[nH]c3ccccc23)c1=O	0.1	-8	6	-14	-4.6	0	0	-0.1	-1.0
O=C(c1cccc2ccccc12)C1CCCN(C(=O)CCCn2cncn2)C1 (configuration not stated)	-1.0	6	-1	6	-4.4	1	-3	8.7	-0.3
O=C1NC(=S)S/C1=C\c1ccc2ccccc2c1	-0.4	5	2	-6	-4.2	5	5	-0.5	-1.4
c1ccc2cc(CCCc3cc4ccccc4cn3)ncc2c1	1.3	55*	-1	5	-3.1	3	10	0.6	0.6
Cc1ccc2nc(SCC(=O)NCCc3ccccc3)nc(=O)n2c1	-0.4	4	1	-7	-0.6	?	?	-1.5	?
CCn1c(NC(=O)c2ccc(F)cc2)c2ccccc2nc1=O	.	2	5	-9	-4.0	-4	-10	-1.2	-1.2
Fc1cccc(NC(=S)Nc2cccc3ccccc23)c1	1.5	3	2	-16	0.6	-6	-1	-0.4	-2.3
COc1ccc2nc3n(c(=O)c2c1)-c1ccc(Cl)cc1C(=O)NC3Cc1ccc(O)cc1 (configuration not stated)	1.4	0	5	6	-1.2	-2	5	0.1	-0.4
CCCCCc1cc(=O)oc2c(C(CCN3CCCC3)c3ccc(N(C)C)cc3)c(OC)cc(OC)c12 (configuration not stated)	-8.3	1	-11	8	-6.0	-31	-5	0.5	-1.2
COCCCNc1c2c3c(cccc3[nH]c1=O)C(=O)c1ccccc1-2	-5.7	5	-33	32*	58*	12	9	-0.5	20
O=c1[nH]c(=S)n(Cc2ccc(F)cc2)c(O)c1C=NCC1CCCO1 (configuration not stated)	.	4	-1	10	1.5	-3	-2	0.2	-0.2
CCS(=O)(=O)N1CCC(C(=O)NCc2ccc(OC)cc2OC)CC1	1.8	-6	2	-17	-3.2	-3	-7	-1.2	0.8
COc1cc(/C=N/NC(=S)Nc2cccc(C(=O)O)c2)cc(OC)c1OC	-0.2	3	-9	1	-14	0	1	0.6	0.1
Cc1ccc(S(=O)(=O)Nc2ccc(Nc3nccn4c(-c5cccc(OC(F)(F)F)c5)cnc34)cc2)cc1	-1.6	4	14	30*	-5.6	1	-2	.	-0.6
CCOc1ccc(S(=O)(=O)N2CCOCC2)cc1NC(=O)Cc1c(F)cccc1Cl	0.6	-2	-15	0	-1.0	3	-3	-1.3	2.1
CC(=O)OCC(=O)C1(O)CCC2C3CCC4=CC(=O)CCC4(C)C3(F)C(O)CC21C (configuration not stated)	1.2	-1	5	-7	-0.4	-8	4	1.3	-0.2
Next results follow.
SMILES	TcdB GH inh	Yp Topo-I inh	PrPC surface inh	CCHFV vOTU inh	FadD28 FP inh	BoNT F protease	Anthrax LF inh2	PfHsp40 yeast	BoNT A protease
c1ccc(CN2CCN(c3ncccn3)CC2)cc1	1.0	4	-6	12	-1.3	?	2	0.7	-0.3
COC(=O)c1ccc2c(=O)n(Cc3ccc4c(c3)OCO4)c(=S)[nH]c2c1	1.1	7	3	-16	-0.9	8	-6	0.7	-1.2
CCOc1ccc(N(C)S(=O)(=O)c2ccc3[nH]cc(C(=O)NCCOC)c(=O)c3c2)cc1	1.1	21	3	9	-2.8	-1	1	0.7	0.1
COc1ccc(C(=O)NNC(=O)OC(C)(C)C)cc1	0.1	1	2	-11	0.0	-8	1	-0.8	-0.1
Cc1noc(C)c1S(=O)(=O)N(C)C[C@H]1Oc2ccc(NC(=O)Cn3cnnn3)cc2C(=O)N([C@H](C)CO)C[C@@H]1C	1.0	2	9	-8	-2.0	-5	-5	0.5	-0.2
CC(C)CC(c1nnnn1Cc1ccc2c(c1)OCO2)N1CCC(C(N)=O)CC1 (configuration not stated)	0.3	-5	1	3	-3.0	-6	-3	-0.6	-0.3
O=C(C(=Cc1ccc(O)cc1)c1ccccc1)c1ccccc1	0.4	.	-8	19	.	-5	-6	.	-0.7
N#Cc1nc(COc2cccc(Cl)c2)oc1N1CCCC1	-0.2	4	-1	3	-2.3	2	1	0.6	-0.4
CCOc1ccccc1N/C=C(\C#N)c1nc2ccccc2n1C	.	11	2	-14	-3.4	-4	-1	1.4	-1.0
COc1ccccc1CC(=O)N1CCN(c2ccccn2)CC1	.	7	-5	16	-0.2	1	-4	0.3	-0.3
O=C1NC(=S)N(C(=O)c2ccc(F)cc2)/C1=C/c1ccccc1	0.6	4	3	-1	-3.0	-1	0	-1.3	-0.1
COCCN(CC1CCCN(C2Cc3ccccc3C2)C1)C(=O)CCC(F)(F)F (configuration not stated)	1.4	1	-9	5	-4.0	3	-7	-0.5	-2.9
CCOc1ccc(S(=O)(=O)N2CCCC(C(=O)NCc3ccco3)C2)cc1 (configuration not stated)	0.3	8	-6	-6	-2.6	4	3	-1.0	1.7
Cn1c2ccccc2n2c(=O)cc(-c3ccccc3)c(C#N)c12	1.5	3	1	1	-0.9	?	-4	1.1	?
CCOC(=O)C1CCCN(c2c(NCCCN(C)c3ccccc3)c(=O)c2=O)C1 (configuration not stated)	-2.3	6	4	-4	-0.4	10	-6	-0.5	0.1
CN(CC(=O)Nc1cccc(C#N)c1)Cc1ccc(Cl)cc1	2.2	-3	11	-6	-3.3	2	6	0.8	-0.1
O=C1CC(C(=O)Nc2ccc(Br)cc2)S/C(=N\N=C\c2ccco2)N1 (configuration not stated)	-0.4	4	10	17	?	-1	2	0.5	0.2
CCOC(=O)CC1ON(C)C(=O)N1c1ccc([N+](=O)[O-])cc1 (configuration not stated)	.	-6	5	1	-3.3	13	4	0.0	1.7
Cn1c(N)c(C#N)c(C#N)c1-c1ccccc1	.	2	-3	-2	3.9	-4	-1	-0.8	-0.3

Entries of single compounds, looked up by structure:
Cn1c(N)c(C#N)c(C#N)c1-c1ccccc1 in the list: TcdB GH inh: .; Yp Topo-I inh: 2; PrPC surface inh: -3; CCHFV vOTU inh: -2; FadD28 FP inh: 3.9; BoNT F protease: -4; Anthrax LF inh2: -1; PfHsp40 yeast: -0.8; BoNT A protease: -0.3
CCOC(=O)CC1ON(C)C(=O)N1c1ccc([N+](=O)[O-])cc1 (configuration not stated) in the list: TcdB GH inh: .; Yp Topo-I inh: -6; PrPC surface inh: 5; CCHFV vOTU inh: 1; FadD28 FP inh: -3.3; BoNT F protease: 13; Anthrax LF inh2: 4; PfHsp40 yeast: 0.0; BoNT A protease: 1.7

Screens as filed in PubChem.
